Assay outcomes deposited in PubChem BioAssay by Broad Institute.
TcdB GH inh = TcdB glycohydrolase inhibition | TcdB glycohydrolase enzymatic assay, plate reader | inhibition, % at 9.99 µM | P18177 | hit rate 0.24% among 350,000; in the data active = inhibition above about 10%
Target sequence (P18177 whole entry, looked up): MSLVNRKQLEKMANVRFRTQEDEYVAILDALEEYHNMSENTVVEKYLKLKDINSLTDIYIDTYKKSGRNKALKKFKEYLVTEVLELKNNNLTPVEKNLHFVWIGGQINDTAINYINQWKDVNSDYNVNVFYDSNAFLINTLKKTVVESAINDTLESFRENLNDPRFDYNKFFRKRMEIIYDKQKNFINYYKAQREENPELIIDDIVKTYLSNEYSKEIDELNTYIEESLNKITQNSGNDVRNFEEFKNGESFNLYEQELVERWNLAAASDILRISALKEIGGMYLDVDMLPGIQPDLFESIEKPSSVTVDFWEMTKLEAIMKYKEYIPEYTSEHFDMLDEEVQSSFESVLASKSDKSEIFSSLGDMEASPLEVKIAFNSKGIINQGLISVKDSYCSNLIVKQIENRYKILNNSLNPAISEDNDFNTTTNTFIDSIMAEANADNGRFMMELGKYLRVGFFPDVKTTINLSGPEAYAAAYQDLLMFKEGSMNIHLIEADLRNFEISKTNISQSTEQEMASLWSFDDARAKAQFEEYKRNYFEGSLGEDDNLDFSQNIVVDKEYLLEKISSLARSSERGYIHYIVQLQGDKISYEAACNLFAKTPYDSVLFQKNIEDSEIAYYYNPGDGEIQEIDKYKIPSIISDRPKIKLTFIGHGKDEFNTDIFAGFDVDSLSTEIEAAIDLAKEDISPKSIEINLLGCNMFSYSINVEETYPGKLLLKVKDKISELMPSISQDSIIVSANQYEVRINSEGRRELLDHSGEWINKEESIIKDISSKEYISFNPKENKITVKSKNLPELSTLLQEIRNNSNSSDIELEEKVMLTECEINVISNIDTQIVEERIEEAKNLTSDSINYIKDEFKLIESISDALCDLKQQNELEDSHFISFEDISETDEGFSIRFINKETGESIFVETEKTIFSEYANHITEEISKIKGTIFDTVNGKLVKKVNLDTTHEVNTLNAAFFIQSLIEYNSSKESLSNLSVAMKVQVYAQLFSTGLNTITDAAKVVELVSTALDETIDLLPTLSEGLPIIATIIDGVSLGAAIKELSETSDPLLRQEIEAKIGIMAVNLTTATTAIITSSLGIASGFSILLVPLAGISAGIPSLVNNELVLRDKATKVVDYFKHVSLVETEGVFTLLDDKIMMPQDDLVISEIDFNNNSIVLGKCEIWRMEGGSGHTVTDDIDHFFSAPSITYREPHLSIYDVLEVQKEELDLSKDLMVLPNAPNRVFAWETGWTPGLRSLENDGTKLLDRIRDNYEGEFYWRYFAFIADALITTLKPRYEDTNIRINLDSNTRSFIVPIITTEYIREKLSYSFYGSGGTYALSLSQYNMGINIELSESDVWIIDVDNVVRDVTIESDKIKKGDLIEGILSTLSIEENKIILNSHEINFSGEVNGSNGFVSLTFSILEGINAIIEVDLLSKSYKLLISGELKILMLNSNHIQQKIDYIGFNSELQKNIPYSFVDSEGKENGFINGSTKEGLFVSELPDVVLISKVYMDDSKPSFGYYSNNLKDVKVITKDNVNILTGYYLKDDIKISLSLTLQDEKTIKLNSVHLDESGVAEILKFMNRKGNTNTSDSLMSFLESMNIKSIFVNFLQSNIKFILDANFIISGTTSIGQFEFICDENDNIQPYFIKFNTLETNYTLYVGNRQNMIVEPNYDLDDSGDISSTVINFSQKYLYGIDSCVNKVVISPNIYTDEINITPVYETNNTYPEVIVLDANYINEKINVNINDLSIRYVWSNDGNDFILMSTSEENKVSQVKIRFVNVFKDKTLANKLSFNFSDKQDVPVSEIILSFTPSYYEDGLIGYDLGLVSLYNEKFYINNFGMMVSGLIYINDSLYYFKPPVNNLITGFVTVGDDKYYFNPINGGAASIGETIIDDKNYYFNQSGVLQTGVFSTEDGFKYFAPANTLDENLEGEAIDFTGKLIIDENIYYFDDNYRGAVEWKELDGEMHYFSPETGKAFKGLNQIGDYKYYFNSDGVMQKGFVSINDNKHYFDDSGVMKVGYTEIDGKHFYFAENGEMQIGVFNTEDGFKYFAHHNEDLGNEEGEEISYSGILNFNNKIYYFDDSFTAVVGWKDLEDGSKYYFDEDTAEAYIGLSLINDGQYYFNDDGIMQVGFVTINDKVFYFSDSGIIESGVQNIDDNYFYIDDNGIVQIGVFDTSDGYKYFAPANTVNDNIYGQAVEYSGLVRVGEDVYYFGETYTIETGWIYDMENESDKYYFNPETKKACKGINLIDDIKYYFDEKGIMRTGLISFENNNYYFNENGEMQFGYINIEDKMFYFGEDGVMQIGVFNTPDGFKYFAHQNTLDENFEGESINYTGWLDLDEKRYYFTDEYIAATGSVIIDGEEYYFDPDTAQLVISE
* hit, by the source's call.

SMILES | TcdB GH inh
COc1ccc(S(=O)(=O)N(C)C[C@H]2Oc3ccc(NC(=O)CCCN(C)C)cc3CC(=O)N([C@H](C)CO)C[C@H]2C)cc1 | 0.1
C[C@@H]1CN([C@@H](C)CO)C(=O)c2cccc(NC(=O)C3CCOCC3)c2O[C@@H]1CN(C)C(=O)Nc1ccc2c(c1)OCO2 | -1.0
CC(=O)N(C)C[C@H]1Oc2cc(-c3cccc(C#N)c3)ccc2S(=O)(=O)N([C@@H](C)CO)C[C@H]1C | 0.0
Cc1ccc(S(=O)(=O)Nc2cccc3c2O[C@@H](CN(C)C(=O)Nc2c(C)noc2C)[C@H](C)CN([C@H](C)CO)C3=O)cc1 | -6.7
CCCNC(=O)C[C@@H]1CC[C@H]2[C@@H](COC[C@@H](O)CN2Cc2ccncc2)O1 | -1.7
CO[C@H]1CN(C)C(=O)c2cc(NS(=O)(=O)c3cccc(Cl)c3)ccc2OC[C@H](C)NC[C@@H]1C | -0.2
C[C@H]1CN([C@@H](C)CO)S(=O)(=O)c2ccc(C#Cc3ccc(F)cc3)cc2O[C@@H]1CN(C)C(=O)CN(C)C | 2.1
O=C(NCC[C@H]1CC[C@H](NC(=O)C2CCCCC2)[C@H](CO)O1)c1ccc(F)cc1 | -0.9
Cc1ccccc1-c1ccc([C@H]2[C@@H](CO)N3C(=O)CN(C(=O)c4ccncc4)C[C@@H]23)cc1 | 0.8
C[C@@H]1CN([C@@H](C)CO)C(=O)c2cc(NS(=O)(=O)c3cn(C)cn3)ccc2O[C@H]1CN(C)C(=O)NC1CCCCC1 | -1.5
Cc1noc(C)c1NC(=O)Nc1ccc2c(c1)C(=O)N([C@H](C)CO)C[C@H](C)[C@H](CN(C)Cc1ccc(-c3ccccc3)cc1)O2 | -0.2
COc1cccc(CN2CC3(C2)CN(C(=O)Nc2ccc(F)cc2)[C@H](CO)c2c3c3ccc(OC)cc3n2C)c1 | -0.1
C[C@H](O)C#Cc1cnc2c(c1)C(=O)N([C@H](C)CO)C[C@@H](C)[C@@H](CN(C)C(=O)Nc1ccc(C(F)(F)F)cc1)O2 | 5.8
C[C@H](CO)N1C[C@H](C)[C@@H](CN(C)C(=O)Nc2ccc(C(F)(F)F)cc2)Oc2ncc(/C=C/c3ccccc3)cc2C1=O | 0.3
CCC(=O)N1[C@@H]2c3ccc(C4=CCCCC4)c(=O)n3C[C@@H]2[C@@H](CO)[C@@H]1C(=O)Nc1nccs1 | -0.1
Cc1ccc(S(=O)(=O)Nc2ccc3c(c2)C(=O)N([C@H](C)CO)C[C@H](C)[C@@H](CN(C)C(=O)CCCN(C)C)OCCCC[C@@H](C)O3)cc1 | 0.3
COc1ccc(C#Cc2ccc([C@H]3[C@H](CO)N4CCCCN(Cc5ccncc5)C[C@@H]34)cc2)cc1 | 0.0
C[C@@H]1CN([C@@H](C)CO)C(=O)c2cc(NC(=O)Nc3ccccc3)ccc2O[C@H]1CN(C)Cc1ccc(-c2ccccc2)cc1 | 0.8
C[C@H]1CN([C@@H](C)CO)C(=O)c2cc(C3=CCCCC3)cnc2O[C@@H]1CN(C)C(=O)Nc1ccccc1 | 0.1
C/C=C/c1ccc([C@@H]2[C@@H](C#N)N(c3nc(CC)cs3)[C@H]2CO)cc1 | -0.2
O=C(C[C@H]1C=C[C@H](NC(=O)Nc2ccc(F)cc2)[C@H](CO)O1)NCc1ccccn1 | -0.2
O=C(Nc1ccccc1)C1=C[C@@H](c2ccc3c(c2)Cc2ccccc2-3)C[C@@H](OCc2ccc(CO)cc2)O1 | -0.6
C[C@H]1CN([C@@H](C)CO)C(=O)Cc2cc(NC(=O)C3CCCCC3)ccc2O[C@H]1CN(C)C(=O)NC1CCCCC1 | -1.3
C[C@@H]1CN([C@@H](C)CO)C(=O)c2cccc(NS(=O)(=O)c3ccc(F)cc3)c2O[C@@H]1CN(C)CC1CCCCC1 | 0.7
COC(=O)C[C@H]1CC[C@@H]2[C@H](COc3ccc(NC(=O)C4CCOCC4)cc3C(=O)N2C)O1 | 0.8
C[C@@H]1CCCCO[C@@H](CN(C)CC2CCCCC2)[C@@H](C)CN([C@@H](C)CO)C(=O)c2cc(NC(=O)Nc3cccc4ccccc34)ccc2O1 | 0.2
C[C@H]1CN([C@@H](C)CO)C(=O)c2ccccc2-c2ccccc2CO[C@@H]1CN(C)Cc1ccncc1 | -1.8
C[C@@H]1CN([C@@H](C)CO)C(=O)Cc2cc(NC(=O)Nc3ccc(C(F)(F)F)cc3)ccc2O[C@H]1CN(C)C(=O)Nc1ccc(C(F)(F)F)cc1 | -18
C[C@@H]1CN([C@H](C)CO)C(=O)c2cc(NC(=O)Nc3cccc4ccccc34)ccc2O[C@@H]1CN(C)Cc1ccc(-c2ccccc2)cc1 | -0.7
COc1ccc(S(=O)(=O)N(C)C[C@@H]2OCCCC[C@@H](C)Oc3ccc(NC(=O)c4ccccc4)cc3C(=O)N([C@H](C)CO)C[C@@H]2C)cc1 | -0.3
CCCC(=O)Nc1ccc2c(c1)C(=O)N(C)[C@@H]1CC[C@H](CC(=O)NC3CCCC3)O[C@H]1CO2 | -2.9
CCC(=O)N1CC2(C1)[C@@H](c1ccc(-c3cccc(C)c3)cc1)[C@H](CO)N2S(C)(=O)=O | -0.5
COc1ccccc1-c1cn(CC[C@@H]2CC[C@H](NC(=O)CCN3CCCCC3)[C@H](CO)O2)nn1 | -1.9
COCC(=O)Nc1ccc2c(c1)C(=O)N(C)[C@@H]1CC[C@@H](CC(=O)NCC3CC3)O[C@H]1CO2 | 0.3
C[C@H](CO)N1C[C@H](C)[C@@H](CN(C)S(C)(=O)=O)Oc2c(NC(=O)Nc3ccc(F)cc3)cccc2C1=O | 1.3
CN1C(=O)c2cc(NC(=O)c3cnccn3)ccc2OC[C@H]2O[C@@H](CC(=O)N[C@H]3CCN(Cc4ccccc4)C3)CC[C@@H]21 | 0.7

Reformatted tab-delimited: part of the list above.
mol	TcdB GH inh
CCCC(=O)Nc1ccc2c(c1)C(=O)N(C)[C@@H]1CC[C@H](CC(=O)NC3CCCC3)O[C@H]1CO2	-2.9
COCC(=O)Nc1ccc2c(c1)C(=O)N(C)[C@@H]1CC[C@@H](CC(=O)NCC3CC3)O[C@H]1CO2	0.3

Of the compounds above, these contain an aryl methoxy group.
SMILES | TcdB GH inh
COc1ccc(S(=O)(=O)N(C)C[C@H]2Oc3ccc(NC(=O)CCCN(C)C)cc3CC(=O)N([C@H](C)CO)C[C@H]2C)cc1 | 0.1
COc1cccc(CN2CC3(C2)CN(C(=O)Nc2ccc(F)cc2)[C@H](CO)c2c3c3ccc(OC)cc3n2C)c1 | -0.1
COc1ccc(C#Cc2ccc([C@H]3[C@H](CO)N4CCCCN(Cc5ccncc5)C[C@@H]34)cc2)cc1 | 0.0
COc1ccc(S(=O)(=O)N(C)C[C@@H]2OCCCC[C@@H](C)Oc3ccc(NC(=O)c4ccccc4)cc3C(=O)N([C@H](C)CO)C[C@@H]2C)cc1 | -0.3
COc1ccccc1-c1cn(CC[C@@H]2CC[C@H](NC(=O)CCN3CCCCC3)[C@H](CO)O2)nn1 | -1.9

The list goes on.
SMILES | TcdB GH inh
COc1ccc(S(=O)(=O)N(C)C[C@@H]2OCCCC[C@@H](C)Oc3ccc(NS(=O)(=O)c4ccc(C)cc4)cc3C(=O)N([C@@H](C)CO)C[C@H]2C)cc1 | -0.1
COc1ccc2c3c([nH]c2c1)[C@@H](CO)N(C(=O)c1ccccn1)CC31CCN(C(=O)C2CCCC2)CC1 | 1.1
CCC(=O)N1[C@H](CO)[C@H](c2ccc(-c3ccc(F)cc3)cc2)[C@@H]1CN(C)C(C)=O | -1.1
C/C=C/c1ccc([C@H]2[C@@H](CO)N(C(=O)NCCC)[C@H]2CN(C)C(C)=O)cc1 | -0.9
C[C@@H](NC(=O)C[C@H]1CC[C@@H](NC(=O)Nc2ccc3c(c2)OCO3)[C@H](CO)O1)c1ccccc1 | -1.7
COCc1cn(CC[C@H]2CC[C@H](NC(=O)Nc3ccc(F)cc3)[C@H](CO)O2)nn1 | -0.2
C[C@@H]1CCCCO[C@H](CN(C)C(=O)Nc2ccc(F)cc2)[C@H](C)CN([C@@H](C)CO)C(=O)c2cc(NS(=O)(=O)c3cccs3)ccc2O1 | -1.0
C[C@@H]1CN([C@H](C)CO)C(=O)Cc2cc(NC(=O)CCCN(C)C)ccc2O[C@H]1CN(C)S(=O)(=O)c1ccc(F)cc1 | -0.1
COCC#Cc1cnc2c(c1)C(=O)N([C@@H](C)CO)C[C@@H](C)[C@@H](CN(C)C(=O)C1CCOCC1)O2 | 0.6
CCCNC(=O)C[C@@H]1C[C@@H]2c3cc(NC(=O)NC4CCCCC4)ccc3O[C@@H]2[C@H](CO)O1 | 0.4
O=C(Cc1ccccn1)N[C@@H]1CC[C@@H](CCNC(=O)c2cc(Cl)cc(Cl)c2)O[C@H]1CO | -1.1
C[C@@H]1CN([C@H](C)CO)C(=O)Cc2cc(NC(=O)C3CC3)ccc2O[C@@H]1CN(C)Cc1ccc(C(F)(F)F)cc1 | 2.0
COc1ccc2c3c(n(C)c2c1)[C@H](CO)N(Cc1ccncc1)CC31CCN(C(=O)Cc2ccncc2)CC1 | -0.4
O=C(NCC1CC1)[C@H]1[C@H](CO)[C@H]2Cn3c(ccc(C4=CCCC4)c3=O)[C@H]2N1C(=O)C1CC1 | 0.3
CO[C@H]1CN(C)C(=O)c2cc(NC(C)=O)ccc2OC[C@@H](C)N(Cc2ccccc2F)C[C@H]1C | 0.4
COc1ccc(NC(=O)N(C)C[C@@H]2Oc3ncc(C#Cc4ccccc4)cc3C(=O)N([C@H](C)CO)C[C@@H]2C)cc1 | -0.2
C[C@@H]1CN([C@@H](C)CO)C(=O)c2cc(NC(=O)Cc3ccccc3)ccc2O[C@@H]1CN(C)S(=O)(=O)c1ccccc1 | -9.6
Cc1ccc(S(=O)(=O)NCC[C@H]2CC[C@H](NC(=O)c3cccnc3)[C@@H](CO)O2)cc1 | -0.1
O=C(N[C@H]1CC[C@H](CCNS(=O)(=O)c2cccc(Cl)c2)O[C@@H]1CO)c1ccc(F)cc1 | 1.3
N#C[C@@H]1[C@@H](c2ccc(C3=CCCCC3)cc2)[C@@H](CO)N1C(=O)Cc1ccncc1 | -2.6
COc1ccccc1-c1cnc2c(c1)C(=O)N([C@@H](C)CO)C[C@@H](C)[C@H](CN(C)Cc1cccc(F)c1)O2 | 1.8
COCCN(C[C@@H]1[C@@H](c2ccccc2)[C@@H](CO)N1C(C)=O)C(=O)c1cccnc1 | 5.5
C[C@@H]1CN([C@H](C)CO)C(=O)c2cc(NS(=O)(=O)c3ccccc3)ccc2O[C@@H](C)CCCCO[C@@H]1CN(C)S(C)(=O)=O | 0.3
C[C@@H]1CN([C@@H](C)CO)C(=O)c2cc(C#Cc3ccccc3)cnc2O[C@@H]1CN(C)C(=O)C1CC1 | 0.8
C[C@@H]1CN([C@H](C)CO)S(=O)(=O)c2ccc(C3=CCCCC3)cc2O[C@H]1CN(C)Cc1cccc(C(=O)O)c1 | -1.0
C[C@H](CO)N1C[C@H](C)[C@@H](CN(C)Cc2ccccc2C(=O)O)Oc2ncc(C#CC3CC3)cc2C1=O | 0.6
CO[C@H]1CN(C)C(=O)c2ccc(NS(=O)(=O)c3ccccc3)cc2OC[C@H](C)NC[C@H]1C | -1.4
O=C([C@H]1[C@H](CO)[C@H]2Cn3c(ccc(-c4ccncc4)c3=O)[C@H]2N1CCC(F)(F)F)N1CCCCC1 | -6.3
C[C@@H]1CN([C@H](C)CO)S(=O)(=O)c2ccc(C#CC3CC3)cc2O[C@@H]1CN(C)S(C)(=O)=O | 0.0
CCCC(=O)Nc1ccc2c(c1)C(=O)N(C)C[C@@H](OC)[C@@H](C)CN(CCC)[C@@H](C)CO2 | 0.3
COc1ccc(CN(C)C[C@H]2OCCCC[C@@H](C)Oc3ccc(NC(=O)Nc4ccc(F)cc4)cc3C(=O)N([C@H](C)CO)C[C@H]2C)cc1 | -0.3
C[C@H](CO)N1C[C@H](C)[C@H](CN(C)S(=O)(=O)c2cccs2)Oc2ccc(NS(=O)(=O)c3ccc(Cl)cc3)cc2C1=O | 1.4
C[C@@H]1CN([C@H](C)CO)C(=O)Cc2cc(NS(=O)(=O)c3cn(C)cn3)ccc2O[C@@H]1CN(C)S(=O)(=O)c1ccccc1 | -3.8
COc1ccc(S(=O)(=O)Nc2ccc3c(c2)CC(=O)N([C@H](C)CO)C[C@@H](C)[C@@H](CN(C)S(=O)(=O)c2c(C)noc2C)O3)cc1 | 0.8
O=C(c1ccccn1)N1CC(=O)N2[C@H](C1)[C@@H](c1ccc(C#CC3CCCC3)cc1)[C@@H]2CO | 0.1
COc1ccc2c3c([nH]c2c1)[C@@H](CO)N(C(=O)C1CC1)CC31CN(C(=O)NC(C)C)C1 | -0.7

Pulled by structure from the list above:
SMILES | TcdB GH inh
COc1ccc(CN(C)C[C@H]2OCCCC[C@@H](C)Oc3ccc(NC(=O)Nc4ccc(F)cc4)cc3C(=O)N([C@H](C)CO)C[C@H]2C)cc1 | -0.3
C[C@H](CO)N1C[C@H](C)[C@H](CN(C)S(=O)(=O)c2cccs2)Oc2ccc(NS(=O)(=O)c3ccc(Cl)cc3)cc2C1=O | 1.4

(further entries)
SMILES | TcdB GH inh
O=C(C[C@@H]1CC[C@H](NC(=O)c2ccc(F)cc2)[C@H](CO)O1)NCc1ccncn1 | -0.2
C[C@@H]1CN([C@@H](C)CO)C(=O)c2cc(NS(=O)(=O)c3cn(C)cn3)ccc2O[C@@H](C)CCCCO[C@@H]1CN(C)S(=O)(=O)c1ccc(F)cc1 | 0.6
C[C@H](CO)N1C[C@H](C)[C@H](CN(C)CC2CC2)Oc2ccc(NC(=O)Cn3cnnn3)cc2C1=O | -0.7
O=C(C1CCCC1)N1CCCCN2[C@H](CO)[C@H](c3ccc(C4=CCCC4)cc3)[C@@H]2C1 | -0.3
COc1ccc(S(=O)(=O)Nc2ccc3c(c2)[C@H]2C[C@@H](CC(=O)O)O[C@H](CO)[C@H]2O3)cc1 | -2.3
C[C@H]1CN([C@@H](C)CO)C(=O)c2cc(NC(=O)Cc3cn(C)c4ccccc34)ccc2O[C@@H]1CN(C)Cc1ccccc1 | 0.1
C[C@H]1CN([C@@H](C)CO)C(=O)c2cc(C#Cc3ccccc3)cnc2O[C@@H]1CN(C)C(=O)C1CC1 | -1.0
C[C@@H]1CN([C@H](C)CO)C(=O)c2cc(NS(=O)(=O)c3cn(C)cn3)ccc2O[C@@H]1CN(C)S(=O)(=O)c1cccs1 | -0.5

An excerpt, so the mix of outcomes need not match the whole.
